PKA-R2B activ – activators of PKA-R2B holoenzyme, primary screen, biochemical, fluorescence polarization, Cy5-IP20, human; cAMP-dependent protein kinase catalytic subunit beta (Homo sapiens) + cAMP-dependent …; PKA-R2B holoenzyme dissociation; R2B truncated from residue 108, S112A mutant; 0% DMSO only, 100% 113 µM cGMP; activation, % at 11.4 µM; 340,000 tested, 0.079% active; AID 504700, 2011;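 active = activation above a cutoff set at the mean over all compounds plus 3 SD, cut at about 18% in these data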;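 note: higher means more holoenzyme dissociation and a rise in polarization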
Target sequence (P31323 whole entry, looked up, other chains not shown, the tested form may be a part): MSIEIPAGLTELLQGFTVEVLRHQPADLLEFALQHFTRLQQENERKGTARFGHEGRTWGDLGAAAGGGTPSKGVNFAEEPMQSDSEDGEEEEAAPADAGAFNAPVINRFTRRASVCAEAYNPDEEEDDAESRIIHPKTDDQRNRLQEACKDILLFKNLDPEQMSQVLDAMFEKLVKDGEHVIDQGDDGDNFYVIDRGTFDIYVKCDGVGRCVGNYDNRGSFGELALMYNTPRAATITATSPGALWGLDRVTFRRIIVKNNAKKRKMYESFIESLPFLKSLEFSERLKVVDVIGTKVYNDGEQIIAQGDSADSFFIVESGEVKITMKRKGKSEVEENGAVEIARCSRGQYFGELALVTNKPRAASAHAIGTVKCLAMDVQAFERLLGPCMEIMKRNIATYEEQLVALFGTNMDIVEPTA
Tat export inh – E. coli Tat export inhibitors, primary screen, MC4100, TorA-mCherry reporter, fluorescence, single point; 340,000 tested, 0.036% active; inhibition, % at 10 µM; AID 488895, 2010;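 active = mean replicate inhibition at least 50% and at least half of replicates individually reaching 50%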;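 note: exported cargo escapes ClpAP degradation while cytoplasmic cargo is degraded and loses fluorescence; 0% = median of neutral control wells and 100% = median of NaSCN control wells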
SUMO Mot1 rescue – yeast Mot1-301 growth rescue at high temperature, primary screen, SUMOylation pathway inhibitor project, S. cerevisiae, ATP luminescence, 38.5C; S. cerevisiae Mot1-301 growth rescue; percent above DMSO median, 100 means doubled; growth rescue, % at 18.8 µM; 320,000 tested, 1% active; AID 2716, 2010;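 active = every valid replicate shows activation above 250% relative to neutral control wells; inactive = the rest, any valid replicate at or below 250%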;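 note: OY570 slx delta 5 strain wells were the positive control but not used for scaling; some compounds called inactive have numbers as strong as hits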
HTR5A inv ag – HTR5A inverse agonists in luminescence cell assay, primary screen, counter-screen for OPRM1-OPRD1 heterodimer inverse agonist project, full-deck HTS; 340,000 tested, 0.083% active; inhibition, % at 9.3 µM; HTR5A cell line, inverse agonism; AID 504634, 2011; 5-hydroxytryptamine receptor 5A (Homo sapiens), P47898; in the data active = inhibition mostly above about 23%, no sharp cut-off; inactive = mostly below about 18%;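 note: 0% = cells with DMSO and 100% = no-cell wells with DMSO; some compounds called inactive have numbers as strong as hits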
Target sequence (P47898 whole entry, looked up): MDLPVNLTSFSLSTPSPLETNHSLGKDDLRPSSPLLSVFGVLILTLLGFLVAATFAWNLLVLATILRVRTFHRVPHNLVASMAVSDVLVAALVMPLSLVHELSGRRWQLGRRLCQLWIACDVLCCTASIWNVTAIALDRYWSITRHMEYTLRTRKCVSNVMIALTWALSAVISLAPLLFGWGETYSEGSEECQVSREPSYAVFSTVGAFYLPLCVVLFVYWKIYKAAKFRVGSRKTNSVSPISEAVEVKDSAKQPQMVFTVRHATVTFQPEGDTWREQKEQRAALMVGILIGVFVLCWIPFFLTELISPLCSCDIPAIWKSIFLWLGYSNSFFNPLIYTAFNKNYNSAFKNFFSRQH
E coli growth – E. coli V3065 growth inhibition, primary screen, counter-screen for AddAB inhibitor project, absorbance, OD600. 18 h. inhibition, % at 11.9 µM. 330,000 tested, 0.27% active. AID 449728, 2010;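 active = inhibition above the campaign's mean inhibition across all tested compounds plus 3 SD, cut at about 9.9% in these data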;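 note: uninfected addAB+ strain grown without phage in ampicillin broth; 0% = DMSO wells and 100% = ciprofloxacin 0.95 µg/ml wells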
PKA-R1A activ – activators of PKA-R1A holoenzyme, primary screen, biochemical, fluorescence polarization, Cy5-IP20, bovine R1A, mouse PKAc; cAMP-dependent protein kinase type I-alpha regulatory subunit (Bos taurus) + …; PKA-R1A dissociation; scaled: DMSO 0%, 113 µM cGMP 100%; activation, % at 11.4 µM; 340,000 tested, 0.083% active; AID 504707, 2011;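 active = percent activation above the mean of all tested compounds plus 3 SD, cut at about 19% in these data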;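 note: higher means more PKAc released from R1A so a rise in polarization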
CDK5 p35 inh – inhibitors of human CDK5/p35 kinase, primary screen, biochemical, single concentration; 330,000 tested, 0.01% active; Recombinant CDK5/p35, ADP-Glo luminescence, 60 min; Cyclin-dependent kinase 5 (Homo sapiens) + Cyclin-dependent kinase 5 activator 1 (Homo …; inhibition, % at 10 µM;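 active = highest replicate inhibition of at least 50% and at least 75% of replicates reaching 50%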;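 note: plate controls were DMSO neutral control for no effect and GW8510 at 10 µM for full effect; many of its hits are not listed in these tables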
phage Ecoli inh – growth loss of phage-infected E. coli, primary screen, RecBCD inhibitor project, absorbance, with phage, HTS; inhibition, % at 11.9 µM; 360,000 tested, 0.26% active; AID 651602, 2012; in the data active = inhibition above about 11%
HTR5A ag ctr – HTR5A agonists in luminescence cell assay, primary screen, counter-screen for OPRM1-OPRD1 heterodimer agonist project, full-deck HTS | 340,000 tested, 0.61% active | 5-hydroxytryptamine receptor 5A (Homo sapiens), P47898 | activation, % at 9.3 µM | cell-based; in the data active = activation mostly above about 9.5%, no sharp cut-off; inactive = mostly below about 7.6%;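 note: 0% = cells with vehicle only and 100% = reference agonist; strong numbers were not always called active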
DAGLB inh – DAGLB lipase inhibitors, primary screen, biochemical, fluorescence, HTS; HEK293T DAGLB membrane lysate, EnzChek fluorogenic substrate; inhibition, % at 5.17 µM; Diacylglycerol lipase-beta (Homo sapiens), Q8NCG7; 340,000 tested, 0.059% active; in the data active = inhibition above about 34%;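 note: 0% = enzyme with vehicle and 100% = wells lacking enzyme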
AddAB inh – growth inhibition of E. coli expressing H. pylori AddAB, primary screen, AddAB inhibitor project, absorbance. 330,000 tested, 0.29% active. inhibition, % at 11.9 µM; in the data active = inhibition above about 12%;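 note: 0% = vehicle wells of infected cells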
Starred values were filed as active, the others as inactive; . = not tested or not shown.

Each structure is followed by: HTR5A inv ag, HTR5A ag ctr, E coli growth, AddAB inh, CDK5 p35 inh, PKA-R1A activ, SUMO Mot1 rescue, PKA-R2B activ, phage Ecoli inh, Tat export inh, DAGLB inh
[1] COCCCNC(=O)CCc1c(C)nc2c(c(C)nn2-c2ccccc2)c1C
  -3, 1, ., ., -0.4, 8, 465, -5, 0.6, -3, -2
[2] C/C(=C\C(=O)O)C(=O)Nc1nccs1
  19, -6, 2.2, 6.1, 0.8, -1, 2, 7, 1.7, 0, -1
[3] O=C(O)c1ccc(N/N=C/c2cn(Cc3ccc(F)cc3)c3ccccc23)cc1
  -18, 6, -1.5, -1.4, 1.7, -8, -10, -6, 0.9, 10, 5
[4] O=C(Nc1cccc(C(F)(F)F)c1)c1ccco1
  8, -3, 2.8, -0.2, -1.8, -7, 129, 4, 1.6, -7, 0
[5] Cc1ccc([C@@H]2[C@@H]3C(=O)N(C)C(=O)[C@@H]3[C@]3(C)C(=O)N(Cc4ccccn4)CC(=O)N23)o1
  -19, 7, -0.4, 0.3, -1.1, -7, 79, -12, 2.0, -8, 1
[6] NC(Cc1cccc2nsnc12)C(=O)O (stereo unspecified)
  4, 1, -1.7, -0.9, -3.1, -4, -28, 0, 2.6, 0, -1
[7] Cc1cc(C)n(-c2ncnc3sc4c(c23)CC(C)CC4)n1 (stereo unspecified)
  25, -4, 1.4, 2.7, -1.0, 6, 5, 4, 0.5, -1, -2
[8] CN(C)c1ccc(CN(C(=O)c2cccs2)C2CCS(=O)(=O)C2)cc1 (stereo unspecified)
  11, -4, 0.4, 0.2, 2.7, 0, 5, 0, 0.1, 3, 2
[9] CC1(C)COC(c2ccc(F)c([N+](=O)[O-])c2)=N1
  5, 1, -2.0, 0.6, -2.5, -3, -11, -9, 2.4, 3, -9
[10] CCOc1cc(/C=C2/C(=O)ON=C2C)ccc1O
  -6, 2, -2.6, -3.0, 1.3, 11, 34, 4, 3.3, -3, 3
[11] Cc1ccc2c(CC(=O)NCc3ccco3)coc2c1C
  8, -3, -0.2, 3.1, 1.0, -7, 11, 11, 1.0, -12, -7
[12] Cc1ccc(Nc2nc(CSc3nnc(-c4cccs4)o3)cs2)cc1
  19, -8, -0.4, 2.0, 0.1, 5, -2, -12, 2.9, 0, -1
[13] COC(=O)\C(C(C)=O)=C(/C=C/C=C/N(C)C)N(C)C
  6, -2, -4.0, -3.1, 0.4, -2, -14, -6, 2.5, 0, 1
[14] CCc1ccc(OC(=O)CN2C(=O)c3ccccc3C2=O)cc1
  2, -1, 0.0, -0.2, 0.5, -6, -4, 4, 2.9, -1, -6
[15] O=C(NCCCN1CCCC1=O)c1ccccc1NS(=O)(=O)c1ccc(Br)cc1
  -13, 1, 0.6, -2.5, -0.7, 4, -17, -9, 2.5, 10, -2
[16] CCOc1ccccc1C(=O)N1c2ccccc2Sc2ccccc21
  3, -1, 2.0, 4.8, -2.2, -9, -7, 1, 0.6, 16, -7
[17] CC(C)=CCN1CCN(Cc2ccc(Oc3ncccn3)cc2)CC1CCO (stereo unspecified)
  2, -1, -1.5, 1.8, -0.3, -3, -15, 0, 3.9, 5, 1
[18] Cc1c(Cl)cccc1NC(=O)CNc1ccccc1F
  8, 4, 1.7, 3.6, 0.5, -11, 7, -6, 3.8, -12, 0
[19] COc1cccc(-c2nn3c(-c4cccc(C)c4)nnc3s2)c1
  2, -3, -0.2, -0.9, -1.6, -13, -24, 11, 0.2, -3, -15
[20] COc1ccc(/C=C/C(=O)OCC(=O)NC2CCCC(C)C2C)cc1S(=O)(=O)N1CCOCC1 (stereo unspecified)
  8, -3, -0.4, 0.7, 0.3, -11, -13, 2, 2.0, -6, -1
[21] COc1ccc(OC)c(/C=N\Nc2nccs2)c1
  -31, 4, -1.3, -1.9, -0.1, 7, 14, 3, 1.3, -1, 1
[22] Cn1c(=O)c2c(SCC(=O)NCc3ccco3)nc(CC(C)(C)C)nc2n(C)c1=O
  6, 2, -0.8, 0.0, -1.1, 8, -15, 9, 0.8, 3, -4
[23] COc1cccc(-c2ccnc3[nH]n(-c4ccccc4)c(=O)c23)c1
  -15, 4, -0.7, 4.0, -0.3, 2, -11, -8, -0.4, -3, 1
[24] CCN(CC)S(=O)(=O)c1cccc(-c2cn3cccnc3n2)c1
  -16, 5, 1.9, 0.8, -0.1, 2, 7, 13, 4.1, -1, -2
[25] Fc1ccc(N2CCN(c3cnc4ccccc4n3)CC2)cc1
  -19, 5, 1.2, 0.3, -0.6, -12, 12, -4, 0.6, -2, -2
[26] COc1ccccc1NC(=O)Cc1noc(CSc2n[nH]c(N)n2)n1
  9, 0, 1.9, 3.9, 0.1, -2, 15, -2, 4.6, -5, 1
[27] O=C(CCC(=O)N1CCOc2ccccc21)NCCCN1CCCCC1
  6, -1, 0.0, -0.8, -3.5, -6, 8, 2, 2.5, -7, 1
[28] Cc1cc(-c2ccccc2)c(C#N)c(N)n1
  27, -11, -0.1, 4.5, -1.1, -6, 413, 2, 3.3, -3, -3
[29] N/C(=N\c1nc2ccccc2o1)NC(=O)c1ccccc1Br
  -2, 0, -4.5, -7.7, 1.0, 1, -5, 2, 0.3, -4, -4
[30] Cc1ccc(NC(=O)CNC(=O)c2ccc3c(c2)OCO3)nc1
  0, 6, -0.9, 5.0, 0.9, -7, 14, -6, 1.9, -1, 1
[31] COc1ccc(OC)c(C(c2nnnn2Cc2ccccc2)N2CCN(C)CC2)c1 (stereo unspecified)
  5, 0, -1.6, 2.2, -0.8, -9, -18, 8, 0.2, 8, 0
[32] CCC1CCCCN1CCCNC(=O)c1ccc2c(c1)c(C)c(C)n2C (stereo unspecified)
  4, -1, 0.2, 2.6, 0.7, -9, 3, 10, 2.2, -2, -3
[33] COc1ccc(CNC(=O)c2cc(-c3ccc(OC)c(OC)c3)on2)cc1
  -27, 0, -2.5, 1.3, -1.5, 3, 5, -7, 0.1, 5, -6
[34] O=S(=O)(Nc1ccncc1)c1cc(Cl)c(Cl)cc1Cl
  -1, 0, 0.8, -1.5, -0.4, -7, -6, 0, 1.2, -3, -2
[35] Cc1cccc(NC(=S)N2CCC(N(C)CC3CCCO3)CC2)c1 (stereo unspecified)
  -9, 3, 0.7, 0.8, -6.9, 2, 9, -14, -0.4, 27, 2
[36] CCOC(=O)c1c(NC(=O)COC(=O)Cn2cnc3c2c(=O)n(C)c(=O)n3C)sc(C)c1CC
  11, -4, 0.1, 2.7, 0.7, -1, 12, 16, -3.0, -2, 5
[37] O=C(c1ccco1)N1CCC(c2ccccc2)C1 (stereo unspecified)
  -22, 4, -0.2, 0.6, 0.2, -9, -7, -1, 0.8, 12, -2
[38] O=C(O)c1cccc([N+](=O)[O-])c1C(=O)Nc1nc2ccccc2s1
  -36, 2, 2.4, -0.8, 0.7, 5, 10, -5, 1.6, 5, 0
[39] CCCC(=O)Nc1ccc2oc(-c3cccnc3)nc2c1
  -9, -1, 2.4, 1.3, ., -13, 69, -2, 3.6, -1, 0
[40] Cn1c(SCC(=O)NCc2ccco2)nnc1-c1cccs1
  -12, 0, 1.0, 0.2, -1.9, -1, -8, -1, -1.2, -1, 1
[41] COC(=O)c1ccc(/C=N/n2cnnc2)cc1
  -22, 8, 1.2, 2.5, -0.3, -7, -4, 5, 0.8, 6, 1
[42] Cc1cccc(C(=O)OCC(=O)N2CCN(C(=O)c3ccco3)CC2)c1O
  6, -2, 1.3, -1.9, -0.2, 7, -1, 0, 2.1, -1, 0
[43] Cc1ccc(OCC(=O)OCCN2C(=O)c3ccccc3C2=O)cc1C
  -19, 3, -0.7, 1.6, -0.9, -6, -4, -7, 1.9, -5, -4
[44] CCNc1nc(NCC)n2c(SCC(=O)Nc3ccc(OC(F)F)cc3)nnc2n1
  0, 3, ., ., 0.0, 1, ., -1, 3.8, 3, 4
[45] CCOc1ccccc1NC(=O)CCn1c(=O)oc2ccccc21
  7, -2, -1.2, 3.5, -0.2, -7, -7, -5, 2.8, -3, -3
[46] O=C(CCCn1c(=O)[nH]c2ccsc2c1=O)N1CCN(c2ccccn2)CC1
  -35, 1, -3.6, 0.2, -0.7, -3, -12, -3, 0.6, -1, 0
[47] CC(C)CCNC(=O)CCc1nnc2ccc(N3CCC(C)CC3)nn12
  -15, 4, -0.6, -2.1, 1.8, -6, 108, -8, -0.2, -7, 0
[48] COc1cc(C(=O)Nc2ccc(C)cc2)c2ccccc2n1
  -7, 2, 0.1, -0.8, -1.6, 7, -2, 12, 0.9, -2, -9
[49] CC(C)OC(=O)c1ccc(COc2ccc3ccc(=O)oc3c2)o1
  15, -6, 0.3, 4.4, 0.4, 0, -4, 10, 0.8, 2, -3
[50] CCOC(=O)N1CCN(C(=O)c2cnn3c(C(F)F)cc(-c4ccc(C)cc4)nc23)CC1
  -17, 7, -2.2, 0.1, -0.9, -8, 31, 0, 2.8, -6, -6
[51] CC(C)(C)CNC(=O)c1ccc2c(c1)S(=O)(=O)c1cc(Cl)ccc1C2=O
  -19, 7, 0.0, -2.3, -1.3, -1, 16, -1, 2.2, -1, 2
[52] Cc1cc2c(cc1C)NC(c1c(C)n(C)n(-c3ccccc3)c1=O)C1=C(CC(C)(C)CC1=O)N2 (stereo unspecified)
  6, 0, -2.4, 0.3, -1.9, -18, 106, -4, 1.6, -12, -1
